# PTAP TSG101 blk = blocks PTAP/TSG101 interaction to inhibit HIV-1 budding; Potency, µM (titrated, usually from 115 µM), without a hit: top-dose activity change, negative = inhibition, hits mostly inhibitors; Fluorescence polarization, FITC-PTAP peptide / Tsg101 binding; Q99816; AID 493005; 340,000 tested, under 10 active; active = well fitted inhibition curve with a large enough effect in the main read-out, with a control signal flat, not every such curve was filed as active; inconclusive = small, poorly fitted or top-dose-only effect, or effect the other way, or a change in a side signal; inactive = no such curve, though single readings can be large or run the other way; also: potency is read from the fitted curve at half-maximal effect; % of control where 0% means no effect
# Target sequence (Q99816 whole entry, looked up): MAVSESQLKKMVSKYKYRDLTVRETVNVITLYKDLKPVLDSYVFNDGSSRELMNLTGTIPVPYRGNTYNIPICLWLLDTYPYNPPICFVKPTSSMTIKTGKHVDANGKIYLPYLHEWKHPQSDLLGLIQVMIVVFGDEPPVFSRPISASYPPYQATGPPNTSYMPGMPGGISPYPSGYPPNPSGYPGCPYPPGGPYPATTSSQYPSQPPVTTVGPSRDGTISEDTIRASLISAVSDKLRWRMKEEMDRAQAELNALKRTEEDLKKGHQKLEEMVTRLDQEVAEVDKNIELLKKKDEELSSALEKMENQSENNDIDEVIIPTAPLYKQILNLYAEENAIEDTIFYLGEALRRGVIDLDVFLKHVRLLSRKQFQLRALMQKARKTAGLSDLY
#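 Fluorescence anisotropy tracks displacement of a FITC-tagged PTAP peptide (50 nM) from the Tsg101 binding domain (10 uM), following a 20 min room-temperature incubation at pH 7.5.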
# BRCA1 expr act = increases BRCA1 expression; MCF7-BRCA1-FFLuc reporter, luminescence, 48 h; response scale: scaled: vehicle 0%, 10 µM genistein 100%; 380,000 compounds, 1.1% hits; Potency, µM (doses to about 46.1 µM), without a hit: at the highest dose activation, hits mostly activators; also: potency is read from the fitted curve at half-maximal effect; nearly all actives have a fitted effect of over 80% in size; some results filed as inactive show a strong effect at the top dose
#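 MCF7-BRCA1-FFLuc, 2000 cells/well; 2 h attach, 37 °C/5% CO2; compound 48 h; luciferase substrate 15 min; luminescence end-point. Norm. to genistein 10 microM max activation and DMSO; concentration-response curves fitted.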
# TRPV1 ag = activates the human vanilloid receptor TRPV1 | activation, % at 8.33 µM | 320,000 compounds, 0.19% hits | AID 540275 | TRPV1-expressing cells, Fluo-8 calcium influx, agonist mode; in the data active = activation above about 80%; inconclusive = between about 30% and that limit; also: 0% is about no effect
#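 TRPV1-expressing cells were cultured overnight at 35.5C and loaded with Fluo-8 calcium dye for 40 to 90 min at room temperature. After a 10 s baseline, compound was added and calcium influx was read kinetically for 3 min (ex 480/em 520 nm).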
# ELG1 genotoxic = inducers of genotoxicity in HEK293T ELG1-luciferase cells | HEK293T ELG1-luciferase reporter, luminescence, 16 h | Potency, µM (series often up to 46 µM), for the others: at the highest dose activity change, positive = activation, hits mostly activators | 330,000 compounds, 1.3% hits | AID 504466; also: potency is read from the fitted curve at half-maximal effect; % of control where 0% means no effect; nearly all actives have a fitted effect of over 60% in size
#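 After overnight (16 hr) compound treatment at 37 °C, ELG1-luciferase HEK293T cells were lysed with ONE-Glo; luminescence quantified 30 min later at room temperature.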
# Integrin act MD = activators of alpha7 integrin expression for muscular dystrophy. alpha7betagal myoblasts, beta-gal FDG fluorescence, 48 h. Potency, µM (doses to about 38.3 µM), for inactives: top-dose activation, usual class: activators. 350,000 compounds, 0.064% hits. AID 624291;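 also: potency is read from the fitted curve at half-maximal effect; 100% = response of the positive control SU9516; nearly all actives have a fitted effect of over 60% in size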
#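 alpha7betagal+/- myoblasts (passage 13, 250/well) treated 48 h at 37C with compounds at 1:260 dilution of DMSO stock. Lysed, then beta-galactosidase activity read as FDG fluorescence (ex 480/em 540) after 30 min, with pre-read for autofluorescence.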
# ASM inhibitor = inhibitors of human secretory acid sphingomyelinase; AID 504937; Potency, µM (doses to about 57.5 µM), without a hit: top-dose activity change, negative = inhibition, usual class: inhibitors; 340,000 compounds, 0.006% hits; placental ASM, HMU-PC fluorogenic substrate, 60 min; P17405; also: potency is read from the fitted curve at half-maximal effect
# Target sequence (P17405 47-631 limits assumed): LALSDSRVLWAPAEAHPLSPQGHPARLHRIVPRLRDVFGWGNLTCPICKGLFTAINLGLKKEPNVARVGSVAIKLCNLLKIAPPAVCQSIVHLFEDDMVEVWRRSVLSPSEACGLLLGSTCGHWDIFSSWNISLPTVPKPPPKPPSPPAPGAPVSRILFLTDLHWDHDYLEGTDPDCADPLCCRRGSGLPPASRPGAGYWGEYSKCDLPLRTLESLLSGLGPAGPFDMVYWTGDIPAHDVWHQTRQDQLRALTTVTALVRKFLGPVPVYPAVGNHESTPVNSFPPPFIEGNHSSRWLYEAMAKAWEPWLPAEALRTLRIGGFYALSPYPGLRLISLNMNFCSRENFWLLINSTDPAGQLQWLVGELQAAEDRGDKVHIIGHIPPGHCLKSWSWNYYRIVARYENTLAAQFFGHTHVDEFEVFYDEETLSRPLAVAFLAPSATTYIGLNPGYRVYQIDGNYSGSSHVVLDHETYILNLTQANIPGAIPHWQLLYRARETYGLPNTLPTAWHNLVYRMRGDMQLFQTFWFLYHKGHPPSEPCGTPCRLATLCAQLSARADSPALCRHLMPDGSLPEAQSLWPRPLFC
#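 Steps: dispense placental human ASM, pin compound, wait 10 min at room temperature, add HMU-PC0 substrate at 9 uM final, incubate 60 min at 37 °C, add stop solution raising pH to 10, read fluorescence.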
# uPA surface inh = cell surface uPA generation inhibition | AID 540303 | 330,000 compounds, 0.31% hits | Potency, µM (series often up to 38.3 µM), without a hit: at the highest dose activity change, negative = inhibition, hits mostly inhibitors | cell surface uPA generation assay, qHTS; active = well fitted inhibition curve with a large enough effect; inconclusive = small, poorly fitted or top-dose-only effect; inactive = no such curve, though single readings can be large or run the other way; tested in mouse RAW 264.7 cells; also: potency is read from the fitted curve at half-maximal effect; % is scaled to controls: 0 for no effect and ±100 for the full control effect; nearly all actives have a fitted effect of over 55% in size
# USP2a block = USP2a (human) protease inhibition. O75604. USP2 core, Ub-CHOP2 coupled fluorogenic reporter, 485/531. Potency, µM (top dose mostly 38.3 µM), inactives show at the top dose activity change, negative = inhibition, most hits filed as inhibitors. 330,000 compounds, 0.01% hits;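 also: potency is read from the fitted curve at half-maximal effect; plate controls were DMSO wells for no effect and full inhibition by NEM control for full effect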
#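 USP2 core (10nM final) preincubated 30min RT with compound in 20mM Tris-HCl pH 8.0, 2mM CaCl2, 2mM beta-mercaptoethanol, 0.05% CHAPS; 25nM Ub-CHOP2 plus 25nM reporter substrate added, fluorescence (Ex485/Em531) read after 60min.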
# B2AR arrestin = recruits beta-arrestin to the human beta2-adrenergic receptor. P07550. beta-arrestin recruitment to beta2AR, cell-based reporter. Potency, µM (series often up to 46.1 µM), inactives show at the highest dose activation, hits mostly activators. 330,000 compounds, 0.02% hits;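 also: potency is read from the fitted curve at half-maximal effect; 0% = DMSO controls and full agonism = EC100 isoproterenol or metaproterenol; nearly all actives have a fitted effect of over 65% in size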
# Eya2 phos inh = Eya2 (human) phosphatase inhibition | recombinant Eya2, OMFP fluorescence dephosphorylation (OMFP is methylfluorescein phosphate) | 330,000 compounds, 0.006% hits | Potency, µM (series often up to 76.9 µM), for the others: at the highest dose activity, negative = inhibition, usual class: inhibitors; also: potency is read from the fitted curve at half-maximal effect; % is scaled to controls: 0 for no effect and ±100 for the full control effect
#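 Eya2 (0.2 uM) preincubated 10 min at ambient with compound, then OMFP substrate added at 50 uM; 10 min reaction in 50 mM HEPES pH 7.5, 50 mM NaCl, 5 uM MgCl2, 0.05% BSA, 1 mM DTT. Fluorescence read at Ex 485/Em 525 nm.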
# p53 reactivator = mutant p53 re-activation in reporter cells; 320,000 compounds, 0.063% hits; Potency, µM (top dose mostly 92.2 µM), for inactives: at the highest dose activity change, positive = activation, actives largely listed as activators; H1299 p53-A138V BP100-luciferase reporter, luminescence, 24 h; also: potency is read from the fitted curve at half-maximal effect; % of control where 0% means no effect; nearly all actives have a fitted effect of over 45% in size
#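 H1299 (p53-null), stable ts p53-A138V + BP100-Luc; 1000 cells/well, Opti-MEM/10% FBS; cpd 4 pt, 1:5; 24 h, 37 deg C, 5% CO2; detection reagent 10 min RT; luminescence.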
# An asterisk follows results filed as active; ? = inconclusive; nt = no result given; & = joins results of further samples; [ ] = remark or other dose. Unless noted, calls follow the shape of the dose curve; as a rule, active = well fitted curve in the direction sought with a large enough effect; inconclusive = small, poorly fitted or top-dose-only effect, or another doubt; inactive = no such curve, though single readings can be large; an effect the other way counts as inactive or inconclusive.
SMILES	PTAP TSG101 blk	BRCA1 expr act	TRPV1 ag	ELG1 genotoxic	Integrin act MD	ASM inhibitor	uPA surface inh	USP2a block	B2AR arrestin	Eya2 phos inh	p53 reactivator
O=C(c1ccc2nc(Cc3ccccc3F)oc2c1)N1CC[C@H](O)C1	-2%	52%	1	?	-4%	0%	-1%	3%	0.0%	3%	?
CCCn1nc(NS(C)(=O)=O)c2cc3cccc(C)c3nc21	-4%	-19%	6	0%	-5%	-6%	4%	2%	-0.8%	1%	-1%
CCOC(=O)CC(NC(=O)C1c2ccccc2Oc2ccccc21)c1ccc(C)cc1 (stereo unspecified)	-3%	-8%	1	-2%	-16%	3%	-13%	0%	-2.4%	-15%	0%
Cc1cc(OCC(=O)N(Cc2ccco2)C2CCS(=O)(=O)C2)ccc1Cl (stereo unspecified)	-6%	-19%	3	0%	6%	-2%	0%	3%	0.2%	-6%	-3%
Cc1cccc(N2CCN(C(=O)Cc3c(C(=O)O)[nH]c4ccc(Cl)cc34)CC2)c1C	-8%	-26%	0	-1%	0%	-5%	-1%	-2%	-1.0%	0%	-4%
O=C1CN(S(=O)(=O)c2cccc(Cl)c2Cl)CCN1	-4%	23%	-1	4%	0%	-1%	5%	0%	0.1%	-14%	-2%
CC(C)C[C@H](NC(=O)[C@@H]1O[C@H]1C(=O)O)C(=O)NCCCCN=C(N)N	3%	13%	2	3%	nt	6%	-8%	-9%	-0.7%	-1%	-4%
O=C(CSc1nnc(-c2cccnc2)n1Cc1ccco1)N1CCc2ccccc21	-9%	0%	-2	-4%	-3%	0%	4%	0%	0.3%	6%	-8%
N#Cc1ccccc1NC(=O)COc1ccccc1C(=O)Nc1ccccc1	-10%	-40%&-34%	nt	-3%	11%	-19%	3%	-6%	1.9%	-1%	5%
O=C1NC(c2ccc(-c3ccccc3[N+](=O)[O-])o2)C(C(=O)c2ccccc2)C(O)(C(F)(F)F)N1 (stereo unspecified)	3%	-42%	3	1%	?	-2%	18%	0%	?	-3%	-6%
COc1ccc(S(=O)(=O)NCCSC(C)(C)C)cc1Cl	-8%	-35%	-1	-2%	3%	-1%	4%	-1%	-1.5%	5%	-3%
Cc1nc(NC(=O)c2ccc(F)cc2)sc1C(=O)Nc1ccc2c(c1)CCC2	-3%	-54%	nt	7%	-6%	4%	-18%	0%	0.0%	-10%	-7%
Cc1occc1-c1nnc(SCC(=O)N2CCCCC2)n1C	-5%	9%	-3	1%	-21%	-2%	0%	1%	-0.5%	14%	9%
COc1cc(C(=O)OCC(=O)Nc2c(C)n(C)n(-c3ccccc3)c2=O)c([N+](=O)[O-])cc1OC	-4%	10%	-2	1%	-1%	8%	7%	-2%	-0.1%	6%	16%
COc1cc2c(C#CCCO)c(-c3ccsc3)oc(=O)c2cc1OC	1%	-53%	nt	0%	0%	30%	?	0%	0.2%	7%	-8%
COCCN(C(=O)C1CCC1)c1nnc(-c2cccnc2)s1	-2%	-13%	3	nt	5%	-3%	-2%	nt	nt	nt	nt
O=C(OCCOc1cccc(Cl)c1)c1cc(S(=O)(=O)N2CCOCC2)ccc1F	1%	-9%	4	4%	1%	-3%	0%	1%	0.0%	-23%	1%
CCOC(=O)c1c(C)n(-c2ccc(C)cc2)c2ccc(O)c(CN(C)C)c12	-5%	-53%	8	-1%	-34%	-11%	-3%	7%	0.2%	-2%	?
Cc1ccc(S(=O)(=O)N(C)CCCC(=O)Nc2ccccn2)cc1	-2%	-22%	nt	nt	28%	0%	-8%	nt	nt	nt	nt
CCc1ccc(N2CC(C(=O)Nc3cccnc3)CC2=O)cc1 (stereo unspecified)	-2%	6%	26	6%	0%	0%	5%	-1%	0.4%	5%	-2%
OC1CCN(Cc2cccc(Oc3ccccc3)c2)CC1	-3%	12%	14	1%	0%	9%	8%	1%	0.5%	11%[15.4 µM]	4%
CNc1ccc(OC(F)F)cc1C(=O)c1ccccc1	-3%	11%	2	-1%	-4%	-9%	3%	0%	0.2%	-13%[15.4 µM]	-1%
Cc1ccc(-c2csc3nc[nH]c(=S)c23)cc1	-1%	-39%	-3	-2%	-41%	0%	-3%	-1%	?	-4%	1%
Cc1cccnc1NC(=O)Nc1ccc(F)cc1	0%	86%	5	?	6%	1%	5%	-1%	0.1%	-3%[15.4 µM]	?
Cc1ccc(-n2cnnn2)c(S(=O)(=O)N2CCOCC2)c1	-4%	10%	2	-1%	31%	-7%	-8%	1%	-1.4%	-14%	1%
O=C(CCC(=O)N/N=C/c1ccco1)N/N=C/c1ccco1	-1%	-1%	0	-5%	28%	2%	0%	2%	-0.7%	-2%	3%
C[n+]1cc[nH]c1SCC(=O)c1ccc(Cl)cc1	-3%	?	-4	?	3%	2%	-3%	3%	-1.0%	1%	-1%
COc1ccc2cc3cc(C(=O)Nc4ccc5c(c4)OCCO5)oc3nc2c1	0%	-4%	5	14%	-40%	0%	-1%	1%	-0.8%	-3%	25%
Cc1ccccc1C(=O)NC(C(N)=O)P(=O)(OC(C)C)OC(C)C (stereo unspecified)	-1%	-1%	1	-1%	-3%	2%	0%	0%	0.1%	-29%	-5%
COCCNC(=O)c1onc(CSc2ccccc2)c1C(=O)O	-2%	-2%	5	0%	-17%	5%	-5%	3%	0.0%	7%	6%
CC(C)CCn1cnc2c(sc3nc4c(cc32)CSC(C)(C)C4)c1=O	0%	?	8	?	16%	3%	0%	2%	0.3%	-15%	?
COc1ccc(C(=O)NCC(=O)OCC(=O)N2CCc3ccccc32)cc1	0%	0%	0	4%	-13%	2%	2%	4%	0.0%	6%	-3%
Cc1ccc(C(=O)NCC(=O)O)cc1S(=O)(=O)N1CCCCC1	-2%	4%	1	2%	0%	-1%	0%	1%	-0.1%	-1%	9%
CC(=O)N1CCN(c2ccc(NC(=O)c3ccc(Br)o3)cc2Cl)CC1	1%	41%	8	-4%	-2%	0%	4%	1%	0.4%	4%	-5%
CN1C(C(=O)NCc2ccco2)CC2Cn3c(nc4cc(Cl)c(Cl)cc43)C21 (stereo unspecified)	-2%	0%	-1	0%	7%	-1%	1%	0%	0.0%	2%	4%
CC(C)c1ccccc1OCC(O)CN(CC(O)COc1cccc2ccccc12)C(C)C (stereo unspecified)	0%	-90%[inhibitor]	-1	-12%	-78%[inhibitor]	?	0%	-13%	-1.2%	-20%	-18%
Cc1ccc(NC(=O)c2ccc(C)cc2)cc1	3%	?	81*	?	3%	-1%	2.8µM*	2%	-0.1%	-3%	?
COc1ccc(CNC(=O)C2CCN(S(=O)(=O)c3cc(OC)ccc3OC)CC2)cc1	-6%	1%	0	-5%	-7%	1%	-3%	-1%	-0.6%	-28%	-1%
O=C(Nn1c(SCc2cccc([N+](=O)[O-])c2)nc2ccccc2c1=O)c1ccccc1	-1%	66%	?	14%	8%	-14%	0%	-15%	0.8%	2%	?
CC(=O)Nc1ccc2c(c1)C(=O)N(c1cccc3ccccc13)C2=O	-3%	-12%	14	0%	16%	-1%	7%	-1%	0.2%	-17%	0%
O=C(NCC1CCCO1)c1ccc2nc(N3CCCCC3)sc2c1 (stereo unspecified)	0%	-23%	?	?	3%	5%	-12%	0%	-0.1%	3%	?
COCCCNC(=O)CC(NS(=O)(=O)c1ccc(Cl)cc1)c1ccc(OC)cc1 (stereo unspecified)	-2%	7%	-2	-2%	34%	6%	4%	-1%	0.1%	5%	0%
COc1ccc(CCNC(=O)C(=O)Nc2ccc3c(c2)OCO3)cc1OC	-1%	-9%	-10	13%	-14%	5%	8%	3%	0.2%	-3%	0%
COC(=O)c1c(NC(=S)NNS(=O)(=O)c2ccc(OC)cc2OC)sc2c1CCCCCC2	-3%	-13%	0	-5%	-10%	-15%	0%	3%	-0.2%	2%	1%
CN1C(=O)Cc2cc(S(=O)(=O)N3CCN(c4ccccc4F)CC3)ccc21	-7%	-10%	8	-5%	8%	0%	1%	-6%	-0.1%	-5%	-3%
O=C(CC(=O)c1ccccc1)Nc1ccc2c(c1)OCCO2	0%	?	-1	?	14%	0%	-4%	-2%	-0.7%	2%	?

# Screening results as filed in PubChem.
